GLA spleen mod = inhibitors or activators of human alpha-galactosidase in spleen homogenate; P06280; human spleen homogenate, 4MU-alpha-Gal fluorescence, 40 min; Potency, µM (titrated, usually from 80 µM), without a hit: top-dose activity change, negative = inhibition, actives largely listed as inhibitors; 240,000 tested, 0.008% active;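 also: 0% = enzyme with vehicle and -100% = no enzyme basal signal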
Target sequence (P06280 32-429 limits assumed): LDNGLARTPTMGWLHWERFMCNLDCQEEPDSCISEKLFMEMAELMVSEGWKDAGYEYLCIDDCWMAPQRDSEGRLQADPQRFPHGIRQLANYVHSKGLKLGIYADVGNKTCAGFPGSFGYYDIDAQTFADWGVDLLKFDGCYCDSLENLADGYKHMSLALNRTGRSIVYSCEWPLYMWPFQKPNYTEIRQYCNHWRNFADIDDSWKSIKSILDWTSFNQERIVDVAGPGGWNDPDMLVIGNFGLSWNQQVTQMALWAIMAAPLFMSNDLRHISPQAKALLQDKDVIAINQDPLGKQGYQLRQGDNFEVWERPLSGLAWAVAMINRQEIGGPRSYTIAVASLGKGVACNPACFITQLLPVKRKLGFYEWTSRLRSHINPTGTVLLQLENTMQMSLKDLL
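Human spleen homogenate (1 ug) was the enzyme source, with 4-methylumbelliferyl-alpha-D-galactopyranoside (1 mM final) in pH 5.0 citrate buffer with 0.01% Tween-20. Compounds were titrated; after 40 min at 37C, NaOH/glycine stop, 4-MU fluorescence read; AC50 from Hill fits.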
aGlu spleen mod = lysosomal alpha-glucosidase (human) modulation; Potency, µM (top dose mostly 79.9 µM), without a hit: top-dose activity change, negative = inhibition, usual class: inhibitors; 240,000 tested, 0.006% active; P10253; human spleen homogenate, 4-MU-alpha-glucoside fluorescence;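 also: 0% = enzyme with vehicle and -100% = no enzyme basal signal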
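AC50 values come from Hill-equation fits of concentration-response data, normalized to no-enzyme and full-activity controls. Enzyme source: 1 ug human spleen homogenate; 1 mM fluorogenic 4-MU glucoside, pH 5.0 citrate buffer, 37 C, 40 min.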
GAA glycogen mod = GAA glycogen-cleavage inhibition or activation. recombinant GAA, glycogen substrate, Amplex Red glucose oxidase fluorescence. Potency, µM (titrated, usually from 76.4 µM), without a hit: at the top dose activity change, negative = inhibition, most hits filed as inhibitors. 300,000 tested, 0.38% active;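 also: 0% = full enzyme reaction and -100% = no-enzyme basal signal; the screen sought inhibitors and activators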
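qHTS, 1536-well; enzyme 4 nM final; cpd up to 77 uM; substrate bovine liver glycogen 30 ug; 50 mM citrate/phosphate pH 5.0, 0.01% Tween-20; 37 C, 40 min; Amplex Red detection 45 min RT; Hill fit → AC50.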
Tau fluor cs = counter-screen for tau fibril formation inhibitors | 280,000 tested, 0.93% active | Potency, µM (series often up to 57.7 µM), for the others: top-dose activity change, negative = decrease | AID 1463 | tau K18 P301L (four-repeat tau fragment) Alexa594 fluorescence, heparin fibrillization; also: % is scaled to controls: 0 for no effect and ±100 for the full control effect; nearly all actives have a fitted effect of over 55% in size
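Human K18 P301L tau (15 uM unlabeled plus 0.24 uM Alexa 594-labeled, final) in 100 mM sodium acetate pH 7 was mixed with compound and 20 uM heparin and incubated 6 hr at 37 C.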
NPSR antagonist = blocks cAMP signaling of the human neuropeptide S receptor; 220,000 tested, 1% active; Potency, µM (top dose mostly 38.3 µM), without a hit: top-dose activity change, negative = inhibition, actives largely listed as inhibitors; Q6W5P4; CHO-NPSR cells, cAMP TR-FRET, antagonist mode; also: % is scaled to controls: 0 for no effect and ±100 for the full control effect; nearly all actives have a fitted effect of over 50% in size; many of its hits are not listed in these tables
Epigenetic derep = regulators of epigenetic silencing causing reporter derepression in mouse cells | murine LDR cells, GFP reporter derepression, 30 h | Potency, µM (titrated, usually from 53.9 µM), for inactives: at the top dose GFP activation, most hits filed as activators | 280,000 tested, 0.2% active | AID 1865; also: % of control where 0% means no effect; nearly all actives have a fitted effect of over 60% in size
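Reporter derepression read as number of fluorescent GFP-positive objects, 20-120 um in size, counted by laser-scanning cytometer. Mouse LDR line with an epigenetically silenced CMV-GFP locus; compound incubation 30 h, 37 C.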
GAA inh = inhibitors of human lysosomal alpha-glucosidase; P10253; purified human GAA, 4-MU-alpha-glucoside fluorescence; Potency, µM (top dose mostly 76.9 µM), for inactives: at the top dose activity change, negative = inhibition, most hits filed as inhibitors; 200,000 tested, 0.005% active; AID 1466;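 also: plate controls were uninhibited enzyme wells for no effect and no-enzyme background for full effect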
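Compounds are titrated up to 77 uM against 4 nM human enzyme. Substrate 4-methylumbelliferyl-alpha-D-pyranoside (400 uM) reacts 20 min at room temperature in pH 5.0 buffer; liberated 4-methylumbelliferone is read at 440 nm.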
ALDH1A1 inh = inhibitors of human aldehyde dehydrogenase 1A1. P00352. Purified ALDH1A1, NADH fluorescence, propionaldehyde substrate. Potency, µM (highest dose often 75.3 µM), inactives show at the top dose activity, negative = inhibition, most hits filed as inhibitors. 220,000 tested, 7.3% active. AID 1030; active = well fitted inhibition curve with a large enough effect, not every such curve was filed as active; inconclusive = small, poorly fitted or top-dose-only effect, or another doubt; inactive = no such curve, though single readings can be large or run the other way;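 also: plate controls were no enzyme wells and a reference inhibitor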
Target sequence (P00352 whole entry, looked up): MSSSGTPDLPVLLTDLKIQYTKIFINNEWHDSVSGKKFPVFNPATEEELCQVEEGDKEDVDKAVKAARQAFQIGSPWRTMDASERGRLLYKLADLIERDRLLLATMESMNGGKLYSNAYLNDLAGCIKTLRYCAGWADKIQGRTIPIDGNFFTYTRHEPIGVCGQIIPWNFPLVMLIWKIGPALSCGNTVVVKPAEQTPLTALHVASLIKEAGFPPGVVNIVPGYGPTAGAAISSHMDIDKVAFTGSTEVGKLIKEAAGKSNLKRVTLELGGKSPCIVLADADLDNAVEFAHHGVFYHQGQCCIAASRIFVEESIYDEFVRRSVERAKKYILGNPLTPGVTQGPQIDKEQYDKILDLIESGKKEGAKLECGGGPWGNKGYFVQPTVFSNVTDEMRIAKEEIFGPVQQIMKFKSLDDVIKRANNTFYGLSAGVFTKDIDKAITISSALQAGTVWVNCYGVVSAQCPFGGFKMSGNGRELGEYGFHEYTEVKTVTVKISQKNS
* marks the source's active call; other numbers are inactive results; ? = inconclusive; . = no result given; & = joins results of further samples; [ ] = dose if it differs, or a comment. Unless noted, calls follow the shape of the dose curve; as a rule, active = well fitted curve in the direction sought with a large enough effect; inconclusive = small, poorly fitted or top-dose-only effect, or another doubt; inactive = no such curve, though single readings can be large; an effect the other way counts as inactive or inconclusive. Potency is read from the fitted curve at half-maximal effect. Not all compounds are listed; the hit share may differ from the screen's.

Below each SMILES – GLA spleen mod, aGlu spleen mod, GAA glycogen mod, Tau fluor cs, NPSR antagonist, Epigenetic derep, GAA inh, ALDH1A1 inh
> COc1cc(OC)c(NS(=O)(=O)c2cccc(C(=O)OCC(=O)NCC3CCCO3)c2)cc1Cl (stereo unspecified)
  -2%, -10%, 4%, -5%, -5%, -0.4%, 11%, 0%
> O=C(NNc1ncnc2ccccc12)c1cccc(Cl)c1
  5%, 3%, -5%, -20%, 4%, 2.5%, ., .
> CCCCNC(=O)CCNC(=O)c1ccc(C(C)(C)C)cc1
  6%, 0%, -12%, -9%, 1%[46.1 µM], 4.1%, ?, -13%
> COCC(=O)Nc1cc(OC)ccc1OC
  4%, -6%, 2%, 10%, ?, 0.0%, -1%, -7%
> CCO/C=C1/C(=O)N(C(C)=O)c2ccccc21
  0%, -7%, -1%, 3%, 8%[46.1 µM], -1.9%, 2%, ?
> Cn1cc[nH]c1=S
  -3%, -1%, -6%, -5%&-11%, -22%, 1.1%, 0%[15.4 µM], 13%
> COc1ccc(CC(=O)OCN2C(=O)c3ccccc3C2=O)cc1
  7%, 10%, 5%, -5%, -3%[46.1 µM], 1.9%, -3%, -14%
> COc1ccc(NS(=O)(=O)c2ccc(N)cc2)nn1
  10%, 5%, 1%&-6%, -4%&-9%&-9%, -1%&21%, 2.7%, -3%&-3%[15.4 µM], 8%
> Clc1cccc(OCCN2CCNCC2)c1
  0%, 7%, 0%, 2%, 11%, 1.1%, 2%, 18µM*
> O=C(O)Cn1nnnc1-c1ccc(F)cc1
  4%, 3%, 0%, 3%, -6%[46.1 µM], 5.4%, -2%, ?
> CC(C)N1C(=O)c2ccc(C(=O)O)cc2C1=O
  2%, -5%, 5%, -10%, -1%[46.1 µM], 0.0%, 9%, -9%
> O=C(NCCN1CCOCC1)c1ccc2ccccc2n1
  -2%, -18%, 6%, 0%, -3%[46.1 µM], -4.5%, -3%, 1%
> C=C(C)C(=O)OCC1CN2C(CCC(C)C2c2ccc(Br)cc2)C(=O)O1 (stereo unspecified)
  -8%&10%&-2%[17.5 µM], -1%&2%&1%[17.4 µM], ., -6%&-14%&-7%[11.6 µM], ., 1.1%&0.0%&1.1%[10.1 µM], ., 0%&7%[13.5 µM]
> Cc1cc(Br)ccc1OCCn1ccnc1
  -5%, -4%, 7%, 6%, 7%, 2.1%, -5%, -3%
> COc1ccc2c(OC)cc(-c3ccccc3)nc2c1
  -17%, -3%, -5%, -19%, -19%, -0.1%, -7%, ?
> CCOC(=O)c1sc2cccc(Cl)c2c1N
  6%, 2%, -7%, -18%, 7%[46.1 µM], -7.5%, -4%, ?
> O=C(Nc1cc(C(F)(F)F)ccc1F)C1CCCC1
  1%, -18%, 10%, 2%, 8%[46.1 µM], 0.0%, -3%, -3%
> O=C(c1ccccc1)N1CCN(c2ccc([N+](=O)[O-])c(NCc3ccco3)c2)CC1
  0%, -13%, 0%, -21%, -24%[46.1 µM], -0.9%, -2%, ?
> O=C(Nc1ccc2c(c1)OCO2)c1n[nH]c(=O)c2ccccc12
  -4%, -3%, 3%, -26%, -1%, 3.7%, ., .
> O=C(CN1CCN(Cc2ccccc2)CC1)NCCNc1ccc([N+](=O)[O-])cn1
  -4%, -3%, 9%, -2%, 0%, 0.0%, -4%, 9.5µM*
> CCOc1ccc(-c2noc(CCC(N)=O)n2)cc1OCC
  5%, -3%, -2%, 1%, -21%[46.1 µM], -2.3%, -2%, 4%
> COc1cc(/C=N/NC(=O)Cc2c[nH]c3ccccc23)cc(OC)c1OC
  3%, -3%, 3%, -14%, 11%, 2.6%, -4%, 9%
> Cc1ccc(CSCCNS(=O)(=O)c2ccc(C)cc2)cc1
  5%, -16%, -16%, -18%, 6%, 1.0%, ?, 10µM*
> C/C(=N/NC(=O)CNC(=O)c1cccnc1)c1ccc([N+](=O)[O-])cc1
  0%, -2%, -7%, -9%, 8%, 6.8%, -1%, -2%
> COc1ccccc1CCc1nnc(CCC(=O)N(C)Cc2ccncc2C)o1
  -14%, -1%, 7%, -2%, -7%, 0.0%, 10%, 5%
> O=C(COc1ccccc1[N+](=O)[O-])N/N=C/c1ccc(OC(=O)c2ccco2)cc1
  1%, -7%, 5%, -13%, 9%, 3.2%, 0%, -1%
> CCOc1ccc(C(=O)NCC(C)C)cc1
  6%, -8%, -2%, 4%, ?, 0.2%, -4%, 11%
> CCOc1cc(C(=O)Nc2ccc3c4c(cccc24)C(=O)N3CC)cc(OCC)c1OCC
  2%, 8%, -2%, -21%, -24%[46.1 µM], -0.4%, 0%, ?
> CN(NS(=O)(=O)c1ccc(F)cc1)c1ncc(C(F)(F)F)cc1Cl
  -8%, -2%, 3%, -3%, -13%, -1.4%, -3%, -13%
> O=C(CSc1cccc2cccnc12)N1CCCC1
  8%, 2%, 7%, -7%, -4%[46.1 µM], 0.0%, 2%, ?

Sorted by molecular weight (low to high): part of the list above
Below each SMILES – GLA spleen mod, aGlu spleen mod, GAA glycogen mod, Tau fluor cs, NPSR antagonist, Epigenetic derep, GAA inh, ALDH1A1 inh
> CC(C)N1C(=O)c2ccc(C(=O)O)cc2C1=O
  2%, -5%, 5%, -10%, -1%[46.1 µM], 0.0%, 9%, -9%
> Clc1cccc(OCCN2CCNCC2)c1
  0%, 7%, 0%, 2%, 11%, 1.1%, 2%, 18µM*
> O=C(CSc1cccc2cccnc12)N1CCCC1
  8%, 2%, 7%, -7%, -4%[46.1 µM], 0.0%, 2%, ?
> O=C(NNc1ncnc2ccccc12)c1cccc(Cl)c1
  5%, 3%, -5%, -20%, 4%, 2.5%, ., .
> O=C(CN1CCN(Cc2ccccc2)CC1)NCCNc1ccc([N+](=O)[O-])cn1
  -4%, -3%, 9%, -2%, 0%, 0.0%, -4%, 9.5µM*
> C=C(C)C(=O)OCC1CN2C(CCC(C)C2c2ccc(Br)cc2)C(=O)O1 (stereo unspecified)
  -8%&10%&-2%[17.5 µM], -1%&2%&1%[17.4 µM], ., -6%&-14%&-7%[11.6 µM], ., 1.1%&0.0%&1.1%[10.1 µM], ., 0%&7%[13.5 µM]

(next part)
Below each SMILES – GLA spleen mod, aGlu spleen mod, GAA glycogen mod, Tau fluor cs, NPSR antagonist, Epigenetic derep, GAA inh, ALDH1A1 inh
> O=C(CN1CCCC1)Nc1c2c(cc3c1CCC3)CCC2
  2%, 11%, -4%, -16%, 19%, -1.0%, -4%, ?
> Cc1ccc(S(=O)(=O)NCC(=O)N/N=C/c2ccccc2O)cc1
  18%, -3%, -8%, -21%, -18%, 1.0%, -10%, ?
> Cc1cc(C(=O)NCC2CCCO2)n(-c2ccccc2)n1 (stereo unspecified)
  1%, 2%, 3%, 7%, -5%[46.1 µM], 0.7%, 4%[15.4 µM], ?
> CCC1=NN=C(c2ccc(F)cc2)C(c2c[nH]c3ccccc23)N1O (stereo unspecified)
  -16%, 2%, -27%, -11%, -8%[46.1 µM], 0.0%, -3%, ?
> CC(C(=O)OCC(=O)Nc1ccc2c(c1)OCO2)N1C(=O)c2ccccc2C1=O (stereo unspecified)
  5%, 0%, -6%, 1%, 5%[46.1 µM], 0.0%, 2%, 7.1µM*
> Cc1ccc(-c2cc3ccccc3nc2N2CCCC2)cc1
  -2%, -6%, 0%, -23%, -10%[46.1 µM], 5.5%, -3%, ?
> COc1ccc(NC(=O)CSc2nnc(-c3ccccc3F)n2C2CC2)cc1S(N)(=O)=O
  -4%, 2%, 6%, -7%, 6%, -2.3%, 3%, ?
> Cc1ccc(N2CC(C(=O)Nc3ccc(S(=O)(=O)Nc4nccs4)cc3)CC2=O)cc1 (stereo unspecified)
  5%, -3%, 3%, -13%, -3%, 0.0%, -7%, 20µM*
> C[C@H]1CC[C@@H]2[C@@H](C)[C@H]3[C@H](C[C@H]4[C@@H]5CC=C6C[C@@H](O[C@]7(O[C@H]8O[C@@H](C)[C@@H](O)[C@@H](O)[C@@H]8O)C[C@@H](O[C@@H]8O[C@H](CO)[C@@H](O)[C@H](O)[C@@H]8O)[C@@H](O)[C@H](CO)O7)CC[C@]6(C)[C@H]5CC[C@@]34C)N2C1
  2%[29.1 µM], -5%[29.1 µM], ., ., ., 0.0%[16.9 µM], ., 2%[20.9 µM]
> CCOc1ccccc1Oc1cn[nH]c1-c1ccc(OC)cc1O
  1%, -7%, -17%, 13µM*[quencher], ?, -0.7%, -2%, 1%
> O=C(O)c1ccccc1-n1cnnn1
  4%, -18%, 2%, -9%, 8%, 0.1%, ., .
> CNC(=S)Nc1ccc(OCc2ccccc2)cc1
  -3%, -15%, 0%, -22%, 3%, -0.1%, -1%, 32µM*
> O=C(O)c1cccc(NC(=S)NC(NC(=O)c2ccco2)C(Cl)(Cl)Cl)c1 (stereo unspecified)
  11%, -2%, -3%, -5%, -21%, -1.6%, ., .
> CCC1CCCCN1C(=O)Cn1c(C(=O)OC)cc2ccsc21 (stereo unspecified)
  1%, -8%, 13%, -1%, -12%[46.1 µM], -1.1%, -14%, -8%
> O=C(O)/C=C\c1ccc(O)c(O)c1
  -10%[29.1 µM], -3%[29.1 µM], ., ., ., -0.3%[16.9 µM], ., -12%[20.9 µM]
> CCN(C(=O)CSc1nc2nc(C)cc(C)n2n1)c1ccccc1
  -2%, -5%, 2%, -8%, -2%[46.1 µM], -1.0%, -27%, ?
> COCCNC(=O)c1ccccc1-c1nc(-c2ccccc2Cl)no1
  -4%, -29%, -2%, -3%, -22%[46.1 µM], -2.0%, -1%, ?
> CCOC(=O)/C(=C\c1ccc(Cl)cc1)c1nc2sc(C)c(C)c2c(=O)[nH]1
  -4%, -3%, 3%, -3%, 7.9µM*, ?, 2%, 25µM*
> Cc1ccc(N2CC(C(=O)OCc3ccc([N+](=O)[O-])cc3)CC2=O)cc1 (stereo unspecified)
  2%, 4%, -3%, -17%, -8%[46.1 µM], -4.3%, 2%, 11µM*
> Cc1ccc(CS/C(Nc2ccccc2C)=C(\C#N)C(N)=O)c(C)c1
  3%, 2%, -1%, -11%, ?, 2.7%, -2%, -4%
> COc1cc2c(ccc3cc(OC)c(OC)c(O)c32)cc1O
  9%, 7%, ?, ?, 2%, 1.1%, ., .
> CCCCn1c(C(C)NC(=O)CCC)nc2ccccc21 (stereo unspecified)
  0%, -6%, 3%, -4%, -4%[46.1 µM], 0.0%, -1%, 4%
> C/C=C/C(=O)OCC(=O)Nc1cc(OC)c([N+](=O)[O-])cc1C
  0%, 2%, 7%, -2%, -10%, -0.1%, 1%, ?
